# Screening data (PubChem)
# STAT3 blocker = STAT3 signaling inhibition. U3A cells, IL-6 STAT3-luciferase reporter, luminescence; host cell line lacks STAT1. inhibition, % at 5.5 µM. 0.89% of 190,000 active. AID 862;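 active = inhibition above the mean inhibition across all screened compounds plus 3 SD, cut at about 44% in these data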;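 note: 0% = DMSO only wells and 100% = 100 µM nifuroxazide control wells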
# STAT1 activator = STAT1 signaling activation. 2.6% of 200,000 active. NIH 3T3 STAT1-luciferase reporter, IFN-gamma, luminescence; 100% = IFN-gamma alone, no compound. activation (% of control), % at 5.5 µM;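 active = activation above the screen-wide mean activation plus 3 SD, cut at about 130% in these data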;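 note: raw ratio to IFN-gamma control signal so 100% means no change and 0% no light; values of inactives mirror those of a sister screen read the other way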
# TLR4-MyD88 BLA = inhibitors of human TLR4-MyD88 binding; HeLa CL3-4 TLR4/MyD88 BLA complementation, FRET ratio; 0.18% of 200,000 active; inhibition, % at 8.4 µM; in the data active = inhibition above about 25%;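 note: 0% = vehicle and 100% = reference inhibitor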
# Target sequence (O00206 whole entry, looked up): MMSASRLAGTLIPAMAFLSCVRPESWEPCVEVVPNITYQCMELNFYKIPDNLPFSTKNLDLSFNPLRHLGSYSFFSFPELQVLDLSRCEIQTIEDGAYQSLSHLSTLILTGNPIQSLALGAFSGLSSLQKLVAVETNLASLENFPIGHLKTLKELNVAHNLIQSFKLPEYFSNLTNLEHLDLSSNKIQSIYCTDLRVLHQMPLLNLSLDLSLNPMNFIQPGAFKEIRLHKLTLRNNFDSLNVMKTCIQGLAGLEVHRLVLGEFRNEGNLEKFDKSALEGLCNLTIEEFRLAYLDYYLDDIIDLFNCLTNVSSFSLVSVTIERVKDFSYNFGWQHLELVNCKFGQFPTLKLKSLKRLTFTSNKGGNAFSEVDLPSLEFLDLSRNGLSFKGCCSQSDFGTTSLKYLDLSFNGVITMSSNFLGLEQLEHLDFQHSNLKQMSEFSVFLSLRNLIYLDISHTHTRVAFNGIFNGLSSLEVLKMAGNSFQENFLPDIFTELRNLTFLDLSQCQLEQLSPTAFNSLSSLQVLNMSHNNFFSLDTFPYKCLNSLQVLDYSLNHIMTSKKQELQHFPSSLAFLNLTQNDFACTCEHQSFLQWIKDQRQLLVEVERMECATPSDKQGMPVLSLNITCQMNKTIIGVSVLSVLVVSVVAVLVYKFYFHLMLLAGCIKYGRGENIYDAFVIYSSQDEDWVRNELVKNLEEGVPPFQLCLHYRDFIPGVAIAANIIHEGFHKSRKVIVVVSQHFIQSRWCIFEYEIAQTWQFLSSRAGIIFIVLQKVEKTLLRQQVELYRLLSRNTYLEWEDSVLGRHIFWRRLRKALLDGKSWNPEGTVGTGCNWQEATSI
# Target sequence (Q99836 whole entry, looked up): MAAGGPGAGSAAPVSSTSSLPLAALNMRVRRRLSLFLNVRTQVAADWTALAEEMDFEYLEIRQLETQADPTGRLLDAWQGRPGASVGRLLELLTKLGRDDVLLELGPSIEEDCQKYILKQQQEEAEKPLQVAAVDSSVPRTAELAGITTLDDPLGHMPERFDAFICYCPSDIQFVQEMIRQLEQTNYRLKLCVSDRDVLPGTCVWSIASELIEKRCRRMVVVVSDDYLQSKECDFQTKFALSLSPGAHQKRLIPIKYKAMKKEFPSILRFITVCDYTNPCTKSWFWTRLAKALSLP
# HMGR II inh = blocks class II HMG-CoA reductase of Enterococcus faecalis; AID 1066; purified E. faecalis HMGR, NADPH absorbance 340 nm kinetic; inhibition, % at 10 µM; 0.41% of 190,000 active;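 active = inhibition above a set limit, the median over all tested compounds plus 3 SD, cut at about 9.5% in these data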;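 note: enzyme runs in reverse so mevalonate oxidation gives rising NADPH absorbance; 0% = complete reaction with DMSO and 100% = background rate lacking mevalonate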
# Redox H2O2 prof = compounds producing H2O2 with reducing agent – biochemical, NIH compound library profiling, artefact control for MLSCN library redox annotation, primary screen | DTT-dependent redox cycling H2O2, phenol red/HRP absorbance; 100% = 100 µM peroxide control, 0% = buffer | activation, % at 10 µM | 0.03% of 200,000 active;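 active = activation of at least 50% relative to the plate's high and low controls in the primary single-dose screen; inactive = activation below 50%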;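 note: compound incubated with DTT at 0.8 mM final as the reducing agent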
# Hsp70 activator = transcriptional activators of Hsp70 | AID 1203 | activation, % at 10 µM | HeLa Hsp70 promoter luciferase reporter, luminescence; scaled: vehicle 0, proteasome-inhibitor control 100% | 0.04% of 200,000 active;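 active = activation above the mean across all tested compounds plus 3 SD, cutoff set per campaign, cut at about 5.5% in these data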;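 note: 100% = MG132 at 30 µM as the positive control and 0% = DMSO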
# STAT1 inh = inhibitors of IFN-gamma induced STAT1 signaling | NIH 3T3 STAT1-luciferase reporter, luminescence | inhibition, % at 5.5 µM | 0.35% of 200,000 active | AID 920;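 active = inhibition above a set limit, the mean inhibition across all tested compounds plus 3 SD, cut at about 34% in these data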;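 note: 0% = IFN-gamma with DMSO and 100% = IFN-gamma with 300 µM nifuroxazide; values of inactives mirror those of a sister screen read the other way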
# APP 5'UTR act = APP 5'UTR luciferase reporter activation. activation, % at 2 µM. SH-SY5Y APP 5'UTR luciferase reporter, luminescence; zero percent = DMSO vehicle wells. 1% of 190,000 active. AID 1276;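 active = activation above a set limit, based on mean plus 3 SD of controls, cut at about 140% in these data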; note: values of inactives mirror those of a sister screen read the other way
# NF-kB neuron act = raises NF-kB expression in human neuronal cells. NF-kB reporter expression; hits give high values. fold change at 12.5 µM. 1.6% of 190,000 active; in the data active = fold change above about 3.3
# STAT3 act = increases IL-6 driven STAT3 reporter signal; activation (% of control), % at 5.6 µM; U3A cells, IL-6 STAT3-luciferase reporter, luminescence; 100% = signal with IL-6 EC80 alone; 0.91% of 190,000 active; AID 871;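 active = activation above the screen-wide mean of compound activation plus 3 SD, cut at about 130% in these data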;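 note: 0% = background luminescence of wells with medium and substrate only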
#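 Test system: STAT3-luciferase reporter U3A cells; Detection: reporter luminescence signal; Times: 1 h compound pre-exposure, 6 h IL-6 stimulation, 37 °C; Benchmarks: IL-6-only high control; Also added: IL-6 stimulus at 33 ng/mL final.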
# An asterisk follows results filed as active; / = not tested or not shown. The order is random; 5.6% or so of the library scored in one or more.
SMILES,STAT3 blocker,STAT1 activator,TLR4-MyD88 BLA,HMGR II inh,Redox H2O2 prof,Hsp70 activator,STAT1 inh,APP 5'UTR act,NF-kB neuron act,STAT3 act
Cc1ccc(S(=O)(=O)c2cnc(-c3ccccc3)nc2Oc2ccccc2)cc1,-2,98,3,0,-3.5,-0.2,2,9,1.4,102
O=C(Nc1ccccc1)C1CCN(c2nccs2)CC1,24,99,3,-1,-0.2,-0.1,1,9,1.1,81
CSCCC(NS(=O)(=O)c1ccc(Cl)cc1)C(=O)OCC(=O)NC1CC1 (configuration not stated),7,101,19,-3,2.4,-0.3,-1,-4,1,98
COc1cc(OC)cc(C(=O)NCc2cc(C)nc3ccccc23)c1,22,84,-20,-3,-0.3,-0.1,16,-3,1.1,87
O=C(Cn1cnc2sc(-c3ccccc3)cc2c1=O)NCc1ccco1,-2,93,-4,0,0.1,-0.5,7,15,1.4,103
C/C(Sc1nnc(Cc2ccccc2)o1)=C(/O)c1ccccc1,10,101,10,-5,0.9,-0.1,-1,0,1.1,95
CCc1ccc(-c2ccc(C(=O)C(F)(F)F)[nH]2)cc1,-7,124,-1,-2,1.8,-0.2,-26,179*,4.5*,106
O=C(O)CONC(=O)c1cc(OCC(F)(F)F)ccc1OCC(F)(F)F,12,95,10,-7,1.1,0.0,5,13,1,99
O=C(C1CCCN1C(=O)c1cccs1)N1CCc2ccccc21 (configuration not stated),-15,109,-2,0,-0.3,0.3,-9,19,1.1,118
O=C(CN1C(=O)C2C3C=CC(C3)C2C1=O)NCCc1ccccc1 (configuration not stated),0,100,-22,-1,0.0,0.6,0,7,1.3,106
O=C(/C=C/c1ccc(Cl)cc1)Nc1ccc(Br)cn1,14,108,-12,-5,-0.3,-0.2,-10,32,1.1,93
O=C(O)c1cnn(-c2ccccc2)c1-n1cccc1,-16,94,-1,-5,-0.7,-0.1,7,-15,1.1,118
CCN(C(=S)Nc1ccc(C(C)=O)cc1)C1CCCCC1,3,97,-11,-3,0.0,-0.3,5,28,0.89,102
CN(C(=O)CSc1nnc(NC2CCCCC2)s1)C1CCS(=O)(=O)C1 (configuration not stated),-3,105,19,-6,-0.2,0.2,-5,10,1.3,107
COc1cccc(N2C(=O)CC(N3CCN(CCN=CC4=C(O)CC(C)(C)CC4=O)CC3)C2=O)c1 (configuration not stated),2,105,-7,1,-0.7,-0.2,-5,2,0.98,103
CCOc1ccc(C(=O)N2CCN(C(=O)c3ccco3)CC2)cc1OCC,3,96,-20,-7,2.4,-0.1,4,6,1.2,101
COc1cccc(/C=N/NC(=O)CCCc2ccc(OC)c(C)c2)c1,3,97,-22,-3,-0.2,-0.2,3,-13,1.3,100
Cc1nc(NCc2ccccn2)c2c3c(sc2n1)CCCC3,25,87,-19,-2,-0.7,-0.2,12,-19,1.8,81
COc1cccc(C(=O)Nn2c(-c3cccs3)nc3ccccc3c2=O)c1OC,10,93,-3,-4,0.1,-0.3,8,-7,1.1,95
O=C(C[n+]1ccccc1)N/N=C/c1cccs1,10,107,-2,1,0.5,1.0,-7,3,1.1,97
O=C(N1CCN(CCO)CC1)N1c2ccccc2C=Cc2ccccc21,-7,104,-3,0,0.9,-0.2,-4,3,1.1,109
Cn1cnc([N+](=O)[O-])c1Oc1cccc(O)c1,-1,102,-15,-4,0.0,0.0,-2,6,1.3,98
COc1ccc(Nc2nc(Nc3ccc(OC)cc3OC)nc(N3CCN(C)CC3)n2)c(OC)c1,12,99,-2,3,0.0,-0.5,2,-10,0.5,93
O=C(Nc1nnc(C2CC2)s1)c1ccccn1,41,129*,-6,-4,1.1,-0.2,-32,100,1.9,67
COc1ccc2oc(/C=C/N(C)C)c(C(=O)c3ccc(Cl)cc3)c2c1,-1,90,9,-4,-0.6,-0.5,11,-1,1.1,101
CC(C)(C)c1ccc(-c2csc(NNC3=NCCCCC3)n2)cc1,10,103,-6,-3,-1.9,-0.2,-3,-6,1.5,96
CC(C)Cc1nc2oc3c(=O)[nH]cnc3c2c2c1CCCC2,15,86,11,-7,-0.5,-0.6,15,-13,1.1,90
Cc1noc(C)c1CSc1nc2ccccc2[nH]1,25,94,10,-1,2.7,-0.3,6,-3,1,81
O=C(O)Cc1ccc(-c2ccccc2-c2ccccc2)cc1,12,106,19,1,0.0,-0.4,-6,-1,0.98,93
O=C1CCc2cc(S(=O)(=O)N3CCCC3C(=O)N3CCN(c4ccccc4F)CC3)ccc2N1 (configuration not stated),10,93,4,0,-2.9,-0.5,8,-9,1.2,96
CCc1nnc(NC(=O)C(C)N2C(=O)C3C4C=CC(C4)C3C2=O)s1 (configuration not stated),0,97,3,-11,2.8,-0.4,3,2,1.2,102
COc1cc(CN(C2CCCCC2C)S(=O)(=O)c2ccc(S(=O)(=O)NC3CC3)cc2)cc(OC)c1OC (configuration not stated),-3,91,-18,-7,-0.5,-0.2,10,15,0.67,101
NCCCC[C@@H](C(=O)N1CCNCC1)n1cc([C@@H](N)CO)nn1,/,106,-2,-3,0.2,-0.2,-5,21,0.97,/
O=C(O)C1CC1c1ccc(Br)cc1 (configuration not stated),3,96,4,2,-0.6,-0.1,5,-1,1,100
Cc1cc(=O)[nH]c(SCC(=O)N2CCN(C(c3ccccc3)c3ccccc3)CC2)n1,9,109,-1,-2,2.0,-0.3,-10,15,1.1,95
c1nnc2c3c4c(sc3ncn12)CCCC4,0,99,-1,-1,1.4,-0.3,1,-5,0.93,104
COc1ccc(N2CCN(C(=O)CSc3nnc4nc(C)cc(C)n34)CC2)cc1,-1,97,2,/,0.1,-0.1,3,22,/,103
O=C(NCCC1=CCCCC1)C1CCCN(S(=O)(=O)c2cccnc2)C1 (configuration not stated),5,98,-4,2,-1.0,0.0,2,-10,1.1,103
COc1ccc(S(=O)(=O)N(CCc2ccccc2)CC(=O)N2CCOCC2)cc1,-7,102,0,-5,2.1,-0.5,-2,-6,1.4,108
O=C(Nc1cc(S(=O)(=O)N2CCCCC2)ccc1Cl)c1ccccc1NS(=O)(=O)c1ccc(F)cc1,51*,77,11,-5,0.1,-0.3,26,1,0.35,58
Cc1cc(=O)[nH]c(SCC(=O)C23CC4CC(CC(C4)C2)C3)c1C#N,-1,102,5,-16,2.0,-0.3,-2,5,0.83,101
CCOc1cc(-n2nc(C)c(C#N)c2N)nc(SC)n1,13,111,6,-2,0.5,0.0,-10,-4,1.1,92
CCn1c(C)nc2cc(C(=O)N/N=C/c3ccc(O)cc3)ccc21,17,100,1,-5,-0.2,-0.1,0,-1,1.1,85
COc1ccc(NC(C#N)c2ccccc2OCc2ccccc2)cc1 (configuration not stated),0,101,8,-4,2.4,-0.4,-1,7,1.2,97
COc1cccc(N2CC(C)Cn3c2nc2c3c(=O)n(CCN3CCOCC3)c(=O)n2C)c1 (configuration not stated),8,102,8,-5,0.1,0.0,-2,-2,0.93,96
Cc1ccc(Cn2c(SCC(=O)Nc3cc(C)on3)nc3ccccc3c2=O)cc1,5,88,11,-4,0.3,0.0,13,6,1.3,99
CC(C)(C)c1cc(CCC(=O)NNC(=S)NC(=O)c2ccccc2)cc(C(C)(C)C)c1O,13,104,-3,-3,-0.1,-0.3,-4,-44,1,90
O=C(NCCc1csc(-c2ccccc2)n1)c1c(F)cccc1Cl,4,98,5,2,-1.2,0.0,1,5,1.1,98
O=C(NCc1cccnc1)C(=O)NCC1OCCN1S(=O)(=O)c1ccc(F)cc1 (configuration not stated),-4,107,12,-2,0.5,0.0,-8,-4,0.94,103
COc1ccc(OC)c(-c2csc(N(Cc3ccco3)C(=O)c3ccco3)n2)c1,6,88,-10,0,-0.1,-0.2,11,-17,1,97
CCOc1ccc(NC(=O)CC2C(=O)Nc3ccccc3N2C(=O)c2ccccc2)cc1 (configuration not stated),6,80,9,-2,-1.5,-0.1,20,10,0.81,99
Cc1ccc(-n2nnnc2SCC(=O)NNC(=O)c2ccco2)c(C)c1,19,94,-7,-2,-3.3,-0.5,7,6,1.1,92
CC1CCCC(NC(=O)CSc2ncccc2C(=O)O)C1C (configuration not stated),2,98,-19,-7,3.5,0.2,2,8,0.96,103
COC(=O)C1=C(C)N(c2ccccc2)/C(=C/c2cccs2)C1=O,14,98,15,-1,-0.4,-0.2,2,-9,1.1,94
O=C(CN(Cc1ccccc1)S(=O)(=O)c1ccc(Br)cc1)NCc1ccco1,8,98,7,-2,0.2,-0.3,3,-7,1.6,99
O=C(CCN1CCC(c2ccccc2)C1)c1ccccc1 (configuration not stated),2,104,8,-7,2.0,-0.2,-4,21,1.1,103
CCCN(CC1COc2ccccc2O1)C(=S)Nc1ccc(C)cc1 (configuration not stated),18,88,-4,-3,-0.3,-0.2,13,3,1.2,86
CCCOC(=O)c1[nH]c2c(c1C)C(=O)CC(c1cc(OC)c(OC)c(OC)c1)C2 (configuration not stated),47*,77,-5,-4,-0.6,-0.5,26,2,0.6,62
OC(COc1c(Br)cc(Br)cc1Br)CN1CCOCC1 (configuration not stated),6,92,3,0,-0.4,0.5,9,-7,1,97
CCc1ccc(CN(C)CCc2ccccn2)cc1,5,94,-10,1,-1.2,-0.5,6,-2,1.4,100

# A different layout for some results above.
compound | STAT3 blocker | STAT1 activator | TLR4-MyD88 BLA | HMGR II inh | Redox H2O2 prof | Hsp70 activator | STAT1 inh | APP 5'UTR act | NF-kB neuron act | STAT3 act
CN(C(=O)CSc1nnc(NC2CCCCC2)s1)C1CCS(=O)(=O)C1 (configuration not stated) | -3 | 105 | 19 | -6 | -0.2 | 0.2 | -5 | 10 | 1.3 | 107
COc1ccc(Nc2nc(Nc3ccc(OC)cc3OC)nc(N3CCN(C)CC3)n2)c(OC)c1 | 12 | 99 | -2 | 3 | 0.0 | -0.5 | 2 | -10 | 0.5 | 93
COc1ccc(N2CCN(C(=O)CSc3nnc4nc(C)cc(C)n34)CC2)cc1 | -1 | 97 | 2 | / | 0.1 | -0.1 | 3 | 22 | / | 103
O=C(Nc1nnc(C2CC2)s1)c1ccccn1 | 41 | 129* | -6 | -4 | 1.1 | -0.2 | -32 | 100 | 1.9 | 67

# Continued.
SMILES,STAT3 blocker,STAT1 activator,TLR4-MyD88 BLA,HMGR II inh,Redox H2O2 prof,Hsp70 activator,STAT1 inh,APP 5'UTR act,NF-kB neuron act,STAT3 act
COc1cccc(CNc2ncnc3cc(Cl)ccc23)c1,13,61,-9,2,-0.1,-0.3,41*,-9,0.89,90
CN(C)NC1=CC(=[N+]2CCCC2)CC(C)(C)C1,-7,100,-4,3,0.7,-0.4,-2,20,1,107
O=C(Nc1ccc2nn(-c3ccc(F)cc3)nc2c1)c1cccnc1,28,115,2,-1,-0.3,0.0,-19,75,1.4,78
CCOC(=O)c1sc(Nc2nc3ccc(OC)cc3s2)cc1C,-3,110,-3,2,-0.1,-0.1,-11,33,1.6,102
O=C(O)/C=C\C(=O)NC1CCCCC1,-12,96,-7,1,0.2,-0.1,4,-6,1.2,111
CCCCCOC(=O)C1=C(C)NC(=O)NC1c1ccccc1OCC (configuration not stated),10,94,1,-2,-0.7,-0.6,6,30,0.97,96
CCOC(=O)C1=C(C)N(C)C(C)=C(C(=O)OCC)C1c1ccncc1,5,102,5,-1,-1.5,-0.2,-2,19,1,98
Fc1cccc(F)c1-n1c(CN2CCOCC2)csc1=S,0,99,8,7,6.1,-0.5,1,-15,1.3,104
Cc1ccc(S(=O)(=O)Nc2ccccc2CNc2cccc(C)n2)cc1,-9,104,0,4,0.4,-0.3,-4,-8,0.89,103
